cardiac RTF act: cardiac RTF calcium sensitization | IANBD-labeled TnC RTF fluorescence at EC20 calcium; 0% EC20 calcium, 100% full calcium | activation, % at 7.2 µM | P19429+P45379 | 340,000 compounds, 0.24% hits;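 active = activation above the mean over all tested compounds plus 3 SD, cut at about 30% in these data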;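 also: rise in fluorescence read as greater calcium sensitivity of cardiac thin filaments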
CAL PDZ FP-1: inhibitors of human CAL PDZ peptide binding. Q9HD26. 330,000 compounds, 0.02% hits. AID 504414. purified CAL PDZ, TMR-peptide fluorescence polarization, 1 h. inhibition, % at 20 µM;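 active = highest replicate inhibition of at least 40%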;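 also: plate controls were DMSO neutral control wells for no effect and unlabeled competitor peptide control wells for full effect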
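Material: tagged CAL PDZ domain; buffer or medium: 25 mM sodium phosphate pH 7.4, 150 mM NaCl, TCEP, IgG, Thesit; compound dosing: single point, 20 µM; schedule: 1 h incubation at room temperature before polarization reading; measured by: FP readout, S and P plane fluorescence; read-out basis: percent inhibition from loss of millipolarization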
Wnt bcat act: activates Wnt/beta-catenin signaling in a reporter cell assay | activator, plate reader | activation, % at 9.35 µM | 300,000 compounds, 1.2% hits; in the data active = activation above about 30%, passing the limit was not always enough; inconclusive = no clear call, values can overlap the other calls;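 also: 0% = neutral control wells and 100% = positive control wells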
CDK5 inh: blocks human CDK5/p35 kinase activity | Recombinant CDK5/p35, ADP-Glo luminescence, 60 min | inhibition, % at 10 µM | 330,000 compounds, 0.01% hits;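 active = highest replicate inhibition of at least 50% and at least 75% of replicates reaching 50%; inconclusive = only one of the two criteria met; inactive = both criteria failed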;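 also: plate controls were DMSO neutral control for no effect and GW8510 at 10 µM for full effect; many of its hits are not listed in these tables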
Tat export inh: blocks Tat-dependent protein export in E. coli; 340,000 compounds, 0.036% hits; AID 488895; E. coli MC4100 TorA-mCherry Tat export, fluorescence; inhibition, % at 10 µM;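 active = mean replicate inhibition at least 50% and at least half of replicates individually reaching 50%; inconclusive = only one of the two criteria met; inactive = neither criterion met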;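 also: exported cargo escapes ClpAP degradation while cytoplasmic cargo is degraded and loses fluorescence; 0% = median of neutral control wells and 100% = median of NaSCN control wells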
dFosB act: activators of mouse delta FosB homodimer. purified delta FosB, TAMRA-CDK5 oligo fluorescence polarization; percent of positive-control signal above neutral wells. activation, % at 25 µM. 340,000 compounds, 0.99% hits. AID 493131;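 active = mean activation above about 17%, with every replicate also reaching it, limit read from the data, passing the limit was not always enough; inconclusive = only one of the two conditions met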;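 also: fluorescence polarization rise as delta FosB binds a TAMRA Cdk5 AP-1 oligo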
Target sequence (P13346 whole entry, looked up): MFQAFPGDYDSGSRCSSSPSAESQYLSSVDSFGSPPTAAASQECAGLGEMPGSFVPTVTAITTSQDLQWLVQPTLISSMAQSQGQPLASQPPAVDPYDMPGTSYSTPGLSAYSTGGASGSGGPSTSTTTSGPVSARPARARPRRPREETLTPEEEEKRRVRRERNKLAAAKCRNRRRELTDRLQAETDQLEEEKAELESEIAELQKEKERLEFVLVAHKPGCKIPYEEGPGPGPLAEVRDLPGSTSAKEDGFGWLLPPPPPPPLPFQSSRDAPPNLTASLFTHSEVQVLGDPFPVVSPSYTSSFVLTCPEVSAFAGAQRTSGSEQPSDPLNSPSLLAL
MITF TRPM1 HTS: increases MITF-driven TRPM1 promoter luciferase signal | activation, % at 12.5 µM | 300,000 compounds, 0.75% hits | SK-MEL-5 TRPM1-promoter luciferase, 24 h; % of positive control, neutral wells = 0 | AID 588334;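 active = mean activation of at least 80% with every replicate also reaching 80%; inconclusive = mean reaches 80% but some replicate falls short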;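 also: 0% = neutral control wells and 100% = parthenolide positive control wells; values of inactives mirror those of a sister screen read the other way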
V-ATPase pHluor: yeast V-ATPase proton transport regulation by pHLuorin; S. cerevisiae, pHLuorin cytosolic pH fluorescence; response, % at 10 µM; 350,000 compounds, 0.37% hits; AID 504577; in the data active = response mostly above about 7.3%, no sharp cut-off; inactive = mostly below about 5.4%; also: actives read high; inactives centre near 0; some compounds called inactive have numbers as strong as hits; reference of the scale not given here
CAL PDZ FP-2: blocks peptide binding to the human CAL PDZ domain; AID 602252; inhibition, % at 24.9 µM; purified CAL PDZ, TMR-peptide fluorescence polarization, 1 h; Q9HD26; 300,000 compounds, 0.92% hits;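 active = mean inhibition of at least 30% with at least half of replicates also reaching 30%; inconclusive = no clear call, values can overlap the other calls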;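 also: 0% = DMSO neutral control and 100% = excess unlabeled competitor peptide PRC23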
Rtt109 Vps75: inhibitors of Candida albicans Rtt109/Vps75 histone acetyltransferase | Q5AAJ8 | purified Rtt109/Vps75, ThioGlo CoA-SH fluorescence, 4 h | inhibition, % at 34.9 µM | 330,000 compounds, 0.16% hits;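 active = inhibition of at least 50% in every replicate; inconclusive = best replicate reaches 50% inhibition but some replicates fall short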
Target sequence (Q5AAJ8 whole entry, looked up): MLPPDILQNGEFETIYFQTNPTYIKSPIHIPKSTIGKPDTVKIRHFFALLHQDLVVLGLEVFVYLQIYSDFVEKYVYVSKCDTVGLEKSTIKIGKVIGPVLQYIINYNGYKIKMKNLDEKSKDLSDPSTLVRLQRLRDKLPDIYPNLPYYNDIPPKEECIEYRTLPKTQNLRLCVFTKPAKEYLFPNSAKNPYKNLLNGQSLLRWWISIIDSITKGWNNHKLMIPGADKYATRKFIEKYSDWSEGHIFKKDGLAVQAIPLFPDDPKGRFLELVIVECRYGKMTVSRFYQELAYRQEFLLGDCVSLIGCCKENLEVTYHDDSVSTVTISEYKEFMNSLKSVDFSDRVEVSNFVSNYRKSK
* marks the source's active call; other numbers are inactive results; ? = inconclusive; · = no result given. Compounds were not picked by outcome; overall some 4.1% were active at least once.

SMILES	cardiac RTF act	CAL PDZ FP-1	Wnt bcat act	CDK5 inh	Tat export inh	dFosB act	MITF TRPM1 HTS	V-ATPase pHluor	CAL PDZ FP-2	Rtt109 Vps75
COc1cccc(CNC(=O)c2ccc(CS(=O)(=O)Cc3ccc(C)cc3)o2)c1	3	-2.4	5	-2.2	2	4	1	-2	2	-12
CC1(c2nnc(-c3ccc(F)cc3)o2)CC(c2ccccc2)=NO1 (stereo unspecified)	1	-1.0	0	-2.2	-4	1	·	-4	-4	3
CCCSc1nsc(NC(=O)c2cccnc2OCC)n1	10	-0.8	-1	0.9	10	-9	-10	3	·	8
Cc1ccc(C)c(NC(=O)COC(=O)c2ccc3ccccc3n2)c1	5	0.1	-4	2.2	-4	6	-6	0	1	2
Cc1ccccc1NC(=O)c1ccc(N/N=C/c2ccccc2O)c([N+](=O)[O-])c1	-5	·	·	1.5	3	9	-8	-1	-3	7
NC(=O)CC(NC(=O)Cc1cccc2ccccc12)c1ccc(NCCN2CCCC2)c([N+](=O)[O-])c1 (stereo unspecified)	-3	-3.1	-1	-0.3	7	0	-2	-2	-36	-1
COc1cccc(/C=N/NC(=O)C(=O)Nc2ccccc2OC(F)(F)C(F)F)c1O	4	-3.5	-1	-0.7	-3	2	-72	-2	2	8
Cn1cc(/C=C2\SC(=O)N(c3ccccc3)C2=O)c2ccccc21	11	1.2	·	0.2	-8	6	42	-7	-4	0
c1cncc(CNc2cccc(-c3nc4ccccc4[nH]3)c2)c1	2	-1.6	50*	-1.2	-8	-10	58	-2	11	25
O=Cc1ccc(Oc2cnccn2)cc1	3	-1.9	1	3.7	-1	1	15	1	1	?
COc1ccccc1NCC(=O)N/N=C/c1sccc1C	8	0.1	-1	-4.6	13	-9	-9	1	4	·
CCN1CCN(C(=O)C2=C(C(=O)O)CCCC2)CC1	-1	·	·	-1.3	-5	10	1	4	-7	8
COC(=O)c1ccc(NC(=O)CCS(=O)(=O)c2ccc(C)cc2)cc1	8	-0.7	1	-0.6	8	-6	13	0	0	2
CCN(CC)S(=O)(=O)c1cccc(-c2nnc(SCCOc3ccccc3)o2)c1	9	-2.2	·	-1.0	7	-8	20	1	1	-5
COc1ccc(/C=C2\Oc3cc(OCC(=O)N4CCC(C(=O)O)CC4)ccc3C2=O)c(OC)c1	28	-1.3	·	0.1	-3	3	·	-4	-4	-10
O=C(O)C1CCN(C(=O)CSc2nc3ccccc3s2)CC1	4	0.0	-1	1.0	7	4	6	-1	4	10
COc1cc(NC(=O)c2ccco2)c(OC)cc1NC(=O)CCC(=O)Nc1cc(C)ccc1C	1	0.0	-5	-0.4	17	-1	-13	0	0	12
COc1ccc(N(Cc2cc(=O)[nH]c3ccccc23)C(C)=O)cc1	-1	0.2	2	-6.3	7	0	-7	4	-5	5
COC(=O)[C@@]1(Cc2ccc(OC)cc2)[C@H]2c3cc(C(=O)N(C)C)n(Cc4c(CO)[nH]cc(C)c4=O)c3C[C@H]2CN1C(=O)c1ccccc1	-11	0.4	-1	-0.9	1	7	13	2	-3	25
CC(=O)Nc1cccc(NC(=O)CSc2nnc(Cc3cccn3C)n2-c2ccc(C)cc2)c1	1	-0.6	-1	-1.3	-16	-9	-18	4	·	4
COc1ccccc1C(=O)NCCn1ccc2ccccc21	0	0.3	·	-0.9	14	0	·	2	·	0
Cc1cc(=O)oc(C)c1C(=O)N1CCCc2ccccc21	-5	-1.5	-1	-1.9	-4	4	4	-4	5	6
N#CC1=C2C=CC=CN2CC1=O	2	-0.3	·	4.5	-1	-4	-6	-2	-1	-62
O=C(C[C@@H]1C/C=C\CC[C@H](Cc2ccc(F)cc2)C(=O)OC[C@@H]2CCCN2C1=O)N[C@H](CO)Cc1ccccc1	-8	-0.8	-5	-1.6	5	-11	-10	-4	-4	0
O=C(COc1ccccc1[N+](=O)[O-])NCC1COc2ccccc2O1 (stereo unspecified)	1	-0.3	-4	1.2	6	-12	-3	-1	30*	-1

Continued.
SMILES	cardiac RTF act	CAL PDZ FP-1	Wnt bcat act	CDK5 inh	Tat export inh	dFosB act	MITF TRPM1 HTS	V-ATPase pHluor	CAL PDZ FP-2	Rtt109 Vps75
Cc1ccc(-c2nn(CC(N)=O)c(=O)c3ccccc23)cc1S(=O)(=O)N(C)C	1	-0.5	·	0.5	-4	5	·	7	-5	2
COCCCNCCOc1ccc(C)cc1[N+](=O)[O-]	2	0.1	-5	·	-1	-1	1	-4	-4	-3
COc1cccc(/C=C2\SC(=S)NC2=O)c1OS(=O)(=O)c1ccc(NC(C)=O)cc1	-1	-3.3	·	-0.5	14	2	-8	-2	-1	-7
C=CCC(C#N)(c1ccc(OC)c(OC)c1)c1cnccn1 (stereo unspecified)	0	-0.3	0	-0.3	-2	1	-5	6	-6	1
COc1ccc(NC(C)=O)cc1S(=O)(=O)NCCc1ccccn1	-3	0.7	4	0.5	-9	-5	14	2	·	-19
CCc1cc2c(=O)n(CC(=O)NC3CCCCC3)cnc2s1	-4	-2.8	1	-0.7	1	1	-12	2	0	-5
COC(=O)Cc1c(C)c2ccc(OCc3nn[nH]n3)cc2oc1=O	-1	-0.2	·	0.8	-4	-8	-4	-4	·	-8
O=C(CSc1nc2ccccc2o1)N1CCN(S(=O)(=O)c2ccc3ccccc3c2)CC1	-3	-2.4	·	1.0	-12	3	-4	0	-1	0
Cc1ccc(S(=O)(=O)Nc2cccc(C(=O)N3CCCC3)c2)cc1F	3	-0.1	9	-0.3	-3	-9	10	2	·	-7
O=C(COC(=O)c1ccco1)Nc1cccc(S(=O)(=O)N2CCCCC2)c1	-1	-0.8	-4	-1.1	2	-9	0	-1	9	5
O=C(NCc1cccnc1)C1CC(c2ccccc2Cl)=NO1 (stereo unspecified)	7	-3.9	0	0.6	8	-1	1	-2	·	-4
Cc1ccc(NC(=O)Cn2c(CCC(=O)O)ccc2-c2cccs2)cc1Cl	0	-0.7	-1	-3.1	-4	2	10	1	·	-1
Cc1ccc(CNC(=O)CSc2n[nH]c(N)n2)cc1	0	0.9	·	-1.1	-1	-1	-5	1	-2	4
O=C(COc1ccc2c(c1)CCC2)N1CCN(c2ccccc2F)CC1	-10	-1.9	-2	-0.2	0	2	-6	-1	-2	-3
O=C(CSc1cccc2cccnc12)N/N=C/c1ccc(O)cc1	-3	-3.5	0	0.6	-9	-7	4	-1	8	16
CCN(C(=O)Cc1c(C(=O)O)[nH]c2ccccc12)c1ccc(OC)cc1	1	-2.7	·	-0.9	2	-1	3	-2	-2	-6
O=C(OC1CCOC1=O)c1cc(-c2ccccc2)nc2ccccc12 (stereo unspecified)	1	-3.3	-3	0.6	11	-19	·	-6	-4	·
O=C(COc1ccc(S(=O)(=O)NC2CCCCC2)cc1)NCc1ccccn1	3	-0.4	·	-0.3	0	-6	6	-6	2	-7
CCCCn1c(N)c(N(CC(C)C)C(=O)CCCc2nc3ccccc3c(=O)[nH]2)c(=O)[nH]c1=O	-8	-0.3	0	2.7	-2	-6	-10	-1	1	1
CCOC(=O)CSc1nc(N)c(C#N)c(-c2ccc(OCC)cc2)c1C#N	0	-0.2	·	0.4	-5	2	-1	-6	0	-3
CCc1nn(CC(=O)N2CCN(CC)CC2)c(=O)c2cc3sccc3n12	-1	1.9	-3	3.0	-17	-3	4	5	-1	-5
COCCNC(=O)c1ccc(-n2c(SCc3cc(F)ccc3F)nc3ccccc3c2=O)cc1	8	-2.2	·	-0.4	-1	3	-13	1	2	46
Cc1ccnc2nc(C(=O)OCCOc3cccc(Br)c3)nn12	-8	-1.0	-2	1.8	-11	2	-3	5	-3	5
O=C(/C=C/c1ccc(S(=O)(=O)N2CCOCC2)cc1)NCc1ccccc1F	-2	1.3	0	-2.9	0	-3	3	-2	-2	1
Cc1ccc(C(=O)CN(CCC(=O)O)S(=O)(=O)c2ccc([N+](=O)[O-])cc2)cc1	9	-2.0	-2	-2.3	-3	-6	-3	6	2	6

Following part:
SMILES	cardiac RTF act	CAL PDZ FP-1	Wnt bcat act	CDK5 inh	Tat export inh	dFosB act	MITF TRPM1 HTS	V-ATPase pHluor	CAL PDZ FP-2	Rtt109 Vps75
Cc1ccc(CN(c2ccc(C(=O)N3CCc4ccccc4C3)cc2)S(C)(=O)=O)cc1	4	-0.4	·	-0.5	15	-10	-9	2	·	-3
COc1ccc(C(=O)NCC(=O)OCc2ccc([N+](=O)[O-])cc2)cc1	2	-1.3	-2	2.1	-4	2	-4	-2	-2	·
COc1ccc(S(=O)(=O)N2CCOCC2)cc1NC(=O)COC(=O)CCS(=O)(=O)c1ccc(C)cc1	2	-0.5	-3	1.1	-2	-7	2	-2	-4	-15
CCCC(=O)Nc1nc2nc(-c3ccccc3)cc(-c3ccccc3)n2n1	-1	-0.8	-2	1.8	-5	-23	·	-1	-1	8
Oc1ccccc1Oc1c(F)c(F)nc(N2CCCC2)c1F	-5	-1.6	-3	-1.7	6	-7	-5	2	-3	·
CN(CC(=O)Nc1ccc(C(N)=O)cc1)CC(=O)Nc1ccccc1Br	-1	0.6	-1	-1.9	0	1	-9	-3	6	3
O=C(O)COCc1nc2ccccc2s1	5	-0.4	0	-1.7	-5	3	13	-4	-9	-7
COc1ccc(CCNS(=O)(=O)CC23CCC(CC2=O)C3(C)C)cc1OC (stereo unspecified)	-1	-0.4	1	-2.7	3	-1	·	3	-1	0
O=C1NC2(c3ccccc3)NC(=O)NC2(c2ccccc2)N1 (stereo unspecified)	2	-1.7	-2	-0.1	-5	-9	-5	-2	·	-24
COc1ccc(NC2CCCN(Cc3cccc4cnccc34)C2)cc1OC (stereo unspecified)	-5	-1.1	1	1.6	4	0	·	-1	1	9
S=C(c1ccc2c(c1)OCO2)N1CCOCC1	-1	0.7	-1	0.3	-2	2	6	3	5	-1
COc1ccccc1C(=O)NCC(=O)OCC(=O)NNC(=O)c1ccc(Br)cc1	-6	0.2	-3	-0.6	-1	0	-12	-1	·	6
O=[N+]([O-])c1ccc(Nc2nc(NCCO)nc(N3CCCC3)n2)cc1	-3	-1.7	2	0.2	-3	2	0	1	-6	9
COC(=O)Nc1nn(-c2ccc(Cl)cc2)c(=O)c(C#N)c1C	-5	0.0	-1	0.8	4	2	-4	-2	-6	-2
COc1ccc(NC(=O)C(C)N(c2ccc(C)cc2)S(C)(=O)=O)cc1 (stereo unspecified)	0	-1.2	·	-4.4	0	-3	0	2	·	-16
COC(=O)c1ccc(NC(=O)c2ccc[n+]([O-])c2)cc1	-6	-2.0	1	-2.0	-2	2	-5	2	·	1
COc1ccccc1Nc1ncnc2c1oc1ccccc12	0	-2.6	7	0.9	2	-6	37	-2	-3	6
CCN(CC(=O)Nc1ccccc1C(F)(F)F)C(=O)C1CSC2(C)CCC(=O)N12 (stereo unspecified)	4	-2.0	1	-1.5	-2	2	-1	-1	-5	-12
COC(=O)Cn1c(=NC(=O)c2cc(OC)cc(OC)c2)sc2cc(OC)ccc21	2	-1.7	·	0.6	1	12	15	3	-1	-11
